# Screening data from PubChem BioAssay.
# MgcRacGAP inhibition: MgcRacGAP GTPase-activating activity inhibitors, confirmation, biochemical, ADP Hunter fluorescence. MgcRacGAP-stimulated Rac1 GTP hydrolysis, ADP Hunter fluorescence; higher % means a stronger effect; GST-tagged Rac1 F28L mutant substrate. inhibition, % at 30 µM, or IC50 in µM where a hit was titrated. AID 624330. 0.6% of 340,000 active;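 active means first-screen hits whose inhibition reached a set limit at any dose in the follow-up dose series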;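 further: fluorescence reports GDP produced by GAP-driven GTP hydrolysis; strong numbers were not always called active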
# NOD1 NF-kB reporter: NOD1 signaling inhibitors, primary screen, cell-based, luminescence, uHTS (AID 1578); one-dose inhibition, % at 4 µM; EC50 in µM for titrated hits; NOD1-driven NF-kB luciferase reporter cells, luminescence; higher % means a stronger effect; 1% of 290,000 active; in the data active means inhibition mostly above about 36%, no sharp cut-off; inactive means mostly below about 34%;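 further: HEK-293T reporter cells stimulated with the NOD1 agonist gamma-tri-DAP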
# NTR1 ag: agonists of NTR1, primary screen, imaging, U2OS cells, beta-arrestin-GFP, high content (AID 493036); activation, % at 20 µM; P30989; NTR1-U2OS beta-arrestin-GFP spot imaging, agonist mode; 0.17% of 330,000 active;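 active means activation at or above 40% of the spot to cytoplasm intensity ratio, with at least 20 cells analyzed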;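 further: 0% = DMSO without peptide and 100% = 100 nM NTR1 peptide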
# Target sequence (P30989 whole entry, looked up): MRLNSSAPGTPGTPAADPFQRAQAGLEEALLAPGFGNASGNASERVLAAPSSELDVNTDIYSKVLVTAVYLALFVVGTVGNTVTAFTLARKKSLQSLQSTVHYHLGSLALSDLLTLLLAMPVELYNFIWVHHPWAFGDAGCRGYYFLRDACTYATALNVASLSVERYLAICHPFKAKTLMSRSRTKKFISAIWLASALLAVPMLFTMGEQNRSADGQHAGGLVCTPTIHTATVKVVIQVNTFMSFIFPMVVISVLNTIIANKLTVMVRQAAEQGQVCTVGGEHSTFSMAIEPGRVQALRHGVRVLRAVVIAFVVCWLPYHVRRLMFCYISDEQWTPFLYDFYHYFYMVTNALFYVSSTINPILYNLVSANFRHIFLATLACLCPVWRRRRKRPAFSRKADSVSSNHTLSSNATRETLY
# KOR beta-arrestin-1: kappa opioid receptor activators – cell-based, luminescence, uHTS, primary screen (AID 1777); 0.02% of 280,000 active; activation, % at 10 µM; hits with a dose series show EC50 in µM; KOR beta-arrestin recruitment, luminescence; higher % means a stronger effect; in the data active means activation above about 50%, passing the limit was not always enough; further: a part of the inactive calls stands beside numbers as strong as those of hits
# GPR35 arrestin U2OS: GPR35 antagonists blocking zaprinast-driven arrestin recruitment, primary screen, imaging, U2OS, beta-arrestin-GFP, zaprinast agonist (AID 2058). U2OS GPR35 beta-arrestin-GFP translocation imaging, zaprinast antagonism; higher % means a stronger effect. 0.052% of 290,000 active. one-dose inhibition, % at 10 µM; IC50 in µM for titrated hits;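 active means inhibition of at least 50% with at least 30 cells and total cytoplasm GFP at most 10,000,000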
# UTI89 phage lysis: inhibition of K1F phage lysis, E. coli UTI89, bacterial capsule biogenesis inhibitors, alamar blue (AID 488966); 0.02% of 340,000 active; E. coli UTI89 K1F phage lysis, alamar blue, 2 h; higher % means a stronger effect; one-dose inhibition, % at 100 µM; IC50 in µM for titrated hits;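 active means phage lysis inhibition, versus mean bacterial control, above a set limit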;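 further: capsule biogenesis inhibitors block K1F phage lysis so surviving cells raise fluorescence; higher fluorescence means more inhibition of phage lysis; actives were called in the ten point dose series up to 300 µM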
# GPR55 LPI antagonism: inhibition of LPI-stimulated GPR55 beta-arrestin translocation – imaging, U2OS, beta-arrestin-GFP, LPI agonist, primary screen (AID 2013) | U2OS GPR55 beta-arrestin-GFP translocation imaging, LPI antagonism; higher % means a stronger effect | one-dose inhibition, % at 10 µM; IC50 in µM for titrated hits | 0.13% of 290,000 active;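 active means spots per cell inhibited over 60%, with over 100 cells counted and total cytoplasm intensity under 500,000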;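 further: U2OS cells stably carrying GPR55 and arrestin-GFP stimulated by 5 µM LPI near EC80; imaged beta-arrestin-GFP aggregate spots per cell after agonist stimulation; plate controls were LPI-stimulated DMSO wells for no effect and DMSO wells without LPI for full effect; some results filed as inactive read as strong as hits; confirmed hits need IC50 under 10 µM and bright autofluorescent wells are also inconclusive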
# KOR beta-arrestin-2: kappa opioid receptor blockers – cell-based, luminescence, uHTS (AID 1778); KOR beta-arrestin recruitment, luminescence, antagonist mode; higher % means a stronger effect; one-dose inhibition, % at 10 µM; IC50 in µM for titrated hits; 0.091% of 290,000 active; in the data active means inhibition above about 50%; further: strong numbers were not always called active
# GPR55 activation: selective activators of receptor GPR55 – imaging, U2OS cells, beta-arrestin-GFP redistribution, primary screen (AID 1961). U2OS GPR55 beta-arrestin-GFP redistribution imaging; higher % means a stronger effect. one-dose activation, % at 10 µM; EC50 in µM for titrated hits. 0.048% of 290,000 active;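 active means activation above 40% with more than 50 cells counted in the well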;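 further: U2OS osteosarcoma cells stably expressing GPR55 and beta-arrestin-GFP; plate controls were DMSO negative control for no effect and LPI positive control for full effect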
# NTR1 ag cell count 20 µM: further read-out of NTR1 ag, marked with its call; cell count; measured here: cell count, cytotoxicity flag
# Numbers without * were called inactive; · = no result given; [ ] = dose if it differs, or a comment.
no.	compound	MgcRacGAP inhibition	NOD1 NF-kB reporter	NTR1 ag	NTR1 ag cell count 20 µM	KOR beta-arrestin-1
1	CN1C(=O)CCC(CCC(=O)O)(c2ccccc2O)C1=O (stereo not drawn)	5%	-2%	-1.4	88	30%
2	Cc1ccccc1NC(=O)Cn1nnc(-c2ccc(CN3CCC(C)CC3)cc2)n1	9%	-6%	-0.5	43	0.0%
3	CC1CCN(S(=O)(=O)N2CCC(C(=O)NCCc3ccccc3)CC2)CC1	8%	-8%	-0.4	74	-0.7%
4	Cc1cccc(N2CCN(C3=NC(=O)/C(=C\c4cn[nH]c4-c4ccccc4)S3)CC2)c1	9%	-35%	12	69	0.4%
5	O=C(CCNC(=O)OCc1ccccc1)NC1CCCCC1	4%	-14%	3.1	54	0.3%
6	CC(=O)Nc1ccc(-c2nc3ccccc3o2)cc1	11%	-103%	-0.1	70	0.3%
7	CCCS(=O)(=O)N1CCCC(C(=O)Oc2ccc(C)c(C)c2)C1 (stereo not drawn)	4%	-20%	0.1	54	-4.3%
8	Cc1nc2nc(-c3ccccc3)cn2nc1C	1%	12%	-0.5	47	-2.4%
9	CCn1cc(C(=O)NCc2cccc(C(F)(F)F)c2)c(=O)c2ccc(C)nc21	8%	-14%	0.6	79	1.4%
10	CNC(=S)N/N=C/c1cn(CCOc2cccc(OC)c2)c2ccccc12	9%	-9%	0.7	55	7.0%
11	COc1ccccc1N1CC(C(=O)Nc2nnc(SCc3cccnc3)s2)CC1=O (stereo not drawn)	0%	-21%	0.3	54	3.3%
12	CN(C)S(=O)(=O)c1ccc(C(=O)Nc2ccccc2F)cc1	8%	2%	1.5	62	-0.8%

no.	GPR35 arrestin U2OS	UTI89 phage lysis	GPR55 LPI antagonism	KOR beta-arrestin-2	GPR55 activation
1	3%	0.2%	4%	-11%	-0.1%
2	3%	0.4%	-2%	0%	-0.1%
3	13%	0.3%	-7%	-4%	-0.2%
4	3%	0.3%[50 µM]	9%	-55%	0.1%
5	-6%	4.5%	15%	18%	1.1%
6	1%	0.2%	-9%	11%	-0.2%
7	3%	-0.3%	-6%	-33%[20 µM]	-0.4%
8	10%	-0.8%	12%	27%	-0.4%
9	-4%	0.8%	-7%	-7%	-0.3%
10	-60%	-0.3%[50 µM]	-2%	-24%	-0.3%
11	-3%	1.2%[50 µM]	-5%	5%	-0.1%
12	8%	4.2%	0%	-2%	-0.1%

# (next part)
no.	compound	MgcRacGAP inhibition	NOD1 NF-kB reporter	NTR1 ag	NTR1 ag cell count 20 µM	KOR beta-arrestin-1
13	Cc1ccccc1Nc1c(C)c(C)nc2ncnn12	8%	5%	-0.1	73	-3.7%
14	Nc1ccc(NC(=O)c2ccccc2)c2c1C(=O)c1ccccc1C2=O	-1%	-4%	3.7	100	-1.2%
15	CN(c1ccc(C(=O)Nc2ccc(CC#N)cc2)cc1)S(C)(=O)=O	5%	-32%	0.2	45	-2.1%
16	COc1cc(COC(=O)c2cnc(C)cn2)c(OC)cc1Br	-1%	-20%	-0.5	57	0.9%
17	CC(C)N(Cc1ccccc1)C(=O)CSc1nccn1C	5%	-27%	0.8	26	-4.4%
18	Cc1ccc(Nc2ncnc3c2nnn3Cc2ccccc2)cc1	·	-8%	-0.8	51	3.2%
19	CCOC(=O)c1cn(-c2c(Cl)cccc2Cl)c2cc(Cl)c([N+](=O)[O-])cc2c1=O	1%	-8%	7.5	77	-1.7%
20	CCOC(=O)C1=C(CC)Nc2ccccc2N=C1NC(=O)c1ccc(S(=O)(=O)N2CCCC2)cc1	-3%	0%	-0.1	66	-3.1%
21	O=C(Nc1ccc(N2CCOCC2)cc1)c1cccc(S(=O)(=O)N2CCCCC2)c1	8%	30%	-1.0	51	1.3%
22	COc1ccccc1CN1CC(C(=O)NCc2ccc(N3CCCC3=O)cc2)CCC1=O (stereo not drawn)	-3%	-21%	-0.3	59	4.5%
23	O=C(O)CC(c1ccc(Cl)cc1)N1C(=O)CCC1=O (stereo not drawn)	3%	-6%	-0.4	86	-0.2%
24	Cc1[nH]c2ccccc2c1C(=O)C(=O)N1CCN(c2cccc(Cl)c2)CC1	9%	-7%	4.0	59	0.8%

no.	GPR35 arrestin U2OS	UTI89 phage lysis	GPR55 LPI antagonism	KOR beta-arrestin-2	GPR55 activation
13	5%	-0.2%	-2%	-58%[20 µM]	0.0%
14	-8%	-0.7%	0%	-2%	-0.1%
15	-1%	-0.2%	-4%	6%	-0.3%
16	0%	-0.2%	2%	-5%	0.6%
17	-5%	0.0%	-2%	-4%	0.7%
18	17%	·	17%	-8%	0.2%
19	14%	-0.1%	7%	19%	0.1%
20	-9%	0.2%	17%	-7%	0.5%
21	6%	1.8%	-3%	-48%	0.0%
22	23%	0.0%	-8%	-32%	0.6%
23	2%	0.1%	13%	9%	0.3%
24	-5%	0.5%	-5%	15%	-0.1%

# (list continues)
no.	compound	MgcRacGAP inhibition	NOD1 NF-kB reporter	NTR1 ag	NTR1 ag cell count 20 µM	KOR beta-arrestin-1
25	COc1cccc(-c2nnc(-c3ccc(C(F)(F)F)cc3)o2)c1	-1%	-17%	-0.1	55	5.2%
26	CCC(=O)Nc1nnc(SCc2cccc(F)c2)s1	0%	-40%	1.8	39	0.6%
27	OCC1(CCc2ccccc2)CCN(Cc2cc(F)ccc2-n2cccn2)CC1	8%	-17%	1.8	59	·
28	Cc1ccc2nc(-c3ccc(NC(=O)CN(c4ccccc4C)S(C)(=O)=O)cc3)sc2c1	8%	-34%	8.7	56	-2.0%
29	CCN(CC)S(=O)(=O)c1ccc(N2CCCC2)c(C(=O)OCC(=O)N2CCCC2)c1	5%	-21%	0.0	57	-5.2%
30	CN(C)NC(=O)c1csnc1-c1c(Cl)cccc1Cl	11%	-3%	-0.7	46	-0.6%
31	CC1CC(C)CN(CCOc2ccccc2-c2ccccc2)C1 (stereo not drawn)	15%	-19%	0.3	49	-3.1%
32	CCOC(=O)C1CCN(C(=O)/C=C/c2cc(OC)c(OC)c(OC)c2)CC1	9%	-19%	2.5	35	-0.6%
33	CC(C)C(NC(=O)c1ccc(C(C)(C)C)cc1)C(=O)Nc1cccc(S(N)(=O)=O)c1 (stereo not drawn)	2%	-2%	1.6	56	-1.3%
34	CC1CCC(C(=O)NC(C(=O)NCc2cccnc2)C(C)C)CC1 (stereo not drawn)	6%	22%	-3.1	86	-3.9%
35	COc1cc(-n2c(=O)c3ccccc3n(CC(=O)c3ccc(F)cc3)c2=O)cc(OC)c1OC	12%	-43%	0.7	63	1.9%
36	O=C(Cn1cnc2ccccc2c1=O)Nc1nc2ccccc2s1	-1%	-42%	1.5	47	-1.5%

no.	GPR35 arrestin U2OS	UTI89 phage lysis	GPR55 LPI antagonism	KOR beta-arrestin-2	GPR55 activation
25	-12%	0.2%	-10%	4%	-0.3%
26	-9%	-0.2%	-2%	-25%[20 µM]	0.3%
27	18%	0.0%	-6%	1%	0.2%
28	4%	0.2%	3%	-32%	-0.2%
29	-9%	-0.2%	-11%	-26%	-0.1%
30	28%	0.2%	13%	4%	0.1%
31	-8%	8.0%	38%	9%	-0.2%
32	-22%	3.8%	22%	-3%	-0.4%
33	-13%	0.1%	10%	-12%	-0.3%
34	7%	0.1%	-6%	23%	-0.1%
35	6%	1.0%[50 µM]	15%	-26%	-0.2%
36	-10%	0.3%	-5%	-8%[20 µM]	-0.1%

# Further compounds follow.
no.	compound	MgcRacGAP inhibition	NOD1 NF-kB reporter	NTR1 ag	NTR1 ag cell count 20 µM	KOR beta-arrestin-1
37	O=C(O)c1ccc(-c2ccccc2)[nH]c1=O	7%	1%	-0.9	65	-0.7%
38	Cc1nnn(C23CC4CC(CC(CC(=O)Nc5ccc(C)c(Cl)c5)(C4)C2)C3)n1	-1%	-21%	5.0	56	7.0%
39	CCOC(=O)C1CNc2cc(S(=O)(=O)CC)ccc2O1 (stereo not drawn)	-7%	-14%	-1.9	51	-2.1%
40	O=C(NCc1ccncc1)C12CC3CC(CC(C3)C1)C2	11%	16%	-0.5	38	-4.9%
41	CCSc1nnc(Nc2ccc(C)cc2)s1	9%	-22%	0.2	57	4.2%
42	CCc1ccc(N2C(=O)CC(N3CCN(c4ccccn4)CC3)C2=O)cc1 (stereo not drawn)	-5%	8%	0.8	38	1.6%
43	O=C(CC1C(=O)NCCN1Cc1ccc(-c2ccccc2)cc1)NCCOc1cccnc1 (stereo not drawn)	6%	-30%	-0.7	72	1.3%
44	Cc1ccc(CCC(=O)Nc2ccc(S(N)(=O)=O)cc2)o1	8%	2%	1.1	40	16%

no.	GPR35 arrestin U2OS	UTI89 phage lysis	GPR55 LPI antagonism	KOR beta-arrestin-2	GPR55 activation
37	14%	0.1%	13%	6%	-0.1%
38	-11%	-0.5%	0%	4%	-0.6%
39	-22%	-0.1%	16%	8%	0.1%
40	19%	1.3%	-9%	39%	0.4%
41	0%	5.3%	-2%	-10%	-0.1%
42	0%	-0.8%	12%	11%	-0.1%
43	-4%	-0.8%	1%	-4%	-0.2%
44	-7%	0.0%	-8%	-42%	0.7%

# A draw from above in order of SMILES length, descending.
no.	compound	MgcRacGAP inhibition	NOD1 NF-kB reporter	NTR1 ag	NTR1 ag cell count 20 µM	KOR beta-arrestin-1
20	CCOC(=O)C1=C(CC)Nc2ccccc2N=C1NC(=O)c1ccc(S(=O)(=O)N2CCCC2)cc1	-3%	0%	-0.1	66	-3.1%
38	Cc1nnn(C23CC4CC(CC(CC(=O)Nc5ccc(C)c(Cl)c5)(C4)C2)C3)n1	-1%	-21%	5.0	56	7.0%
11	COc1ccccc1N1CC(C(=O)Nc2nnc(SCc3cccnc3)s2)CC1=O (stereo not drawn)	0%	-21%	0.3	54	3.3%
25	COc1cccc(-c2nnc(-c3ccc(C(F)(F)F)cc3)o2)c1	-1%	-17%	-0.1	55	5.2%
36	O=C(Cn1cnc2ccccc2c1=O)Nc1nc2ccccc2s1	-1%	-42%	1.5	47	-1.5%
18	Cc1ccc(Nc2ncnc3c2nnn3Cc2ccccc2)cc1	·	-8%	-0.8	51	3.2%
8	Cc1nc2nc(-c3ccccc3)cn2nc1C	1%	12%	-0.5	47	-2.4%

no.	GPR35 arrestin U2OS	UTI89 phage lysis	GPR55 LPI antagonism	KOR beta-arrestin-2	GPR55 activation
20	-9%	0.2%	17%	-7%	0.5%
38	-11%	-0.5%	0%	4%	-0.6%
11	-3%	1.2%[50 µM]	-5%	5%	-0.1%
25	-12%	0.2%	-10%	4%	-0.3%
36	-10%	0.3%	-5%	-8%[20 µM]	-0.1%
18	17%	·	17%	-8%	0.2%
8	10%	-0.8%	12%	27%	-0.4%

# These rows are one share of the data. The share of hits here may be higher or lower than overall.
